Mdm2 ligase inh – Mdm2 E3 ligase (human) inhibition; AID 1230; Q00987; 0.11% of 210,000 active; signal enhancement, % at 5 µM; cell-based MDM2 ubiquitination luciferase reporter, 2 h; 0 = plate control, 100 = twice control, blank-subtracted;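 active = signal enhancement of 30% or more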;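 note: luminescence tracks abundance of the self-degrading MDM2-luciferase fusion protein; higher signal means inhibition of MDM2 E3 ligase activity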
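Material: Stable MDM2–luciferase fusion reporter cells | Amount: 2000 cells seeded into each well | Dosing: One concentration, 5 µM, with 0.2% DMSO | Incubation: 4 h cell settling then 2 h compound exposure, 37 °C | Measured by: Luciferase luminescence | Read-out basis: % enhancement relative to plate controls after blank subtraction | Benchmarks: Control and blank well means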
Runt-SMMHC FRET – blocks binding of human RUNX1 Runt domain to CBFb-SMMHC. Cerulean-Runt/Venus-CBFb-SMMHC FRET ratio 530/480, 1 h. AID 1434. 0.74% of 220,000 active. inhibition, % at 20 µM. Q01196+Q13951;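 active = mean inhibition across duplicate retests at 20 µM reaching about 50%, limit read from the data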;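 note: 0% = DMSO wells and 100% = wells with excess untagged CBFb-SMMHC; inhibitors lower the FRET ratio by blocking Runt binding to CBFb-SMMHC; some results filed as inactive read as strong as hits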
Target sequence (Q01196 whole entry, looked up, the tested form may be a part): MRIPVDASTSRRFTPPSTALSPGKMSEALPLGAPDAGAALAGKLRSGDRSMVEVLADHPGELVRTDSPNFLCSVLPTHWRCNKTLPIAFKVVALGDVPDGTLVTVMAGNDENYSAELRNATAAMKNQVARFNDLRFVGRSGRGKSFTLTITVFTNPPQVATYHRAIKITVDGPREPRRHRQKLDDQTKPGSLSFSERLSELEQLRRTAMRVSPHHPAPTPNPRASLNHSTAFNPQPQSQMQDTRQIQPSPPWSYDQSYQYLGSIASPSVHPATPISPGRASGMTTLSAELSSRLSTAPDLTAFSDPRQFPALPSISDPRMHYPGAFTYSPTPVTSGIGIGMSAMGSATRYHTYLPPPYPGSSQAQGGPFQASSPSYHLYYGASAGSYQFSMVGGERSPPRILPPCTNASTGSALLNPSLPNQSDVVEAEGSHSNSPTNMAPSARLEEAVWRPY
Target sequence (Q13951 whole entry, looked up, the tested form may be a part): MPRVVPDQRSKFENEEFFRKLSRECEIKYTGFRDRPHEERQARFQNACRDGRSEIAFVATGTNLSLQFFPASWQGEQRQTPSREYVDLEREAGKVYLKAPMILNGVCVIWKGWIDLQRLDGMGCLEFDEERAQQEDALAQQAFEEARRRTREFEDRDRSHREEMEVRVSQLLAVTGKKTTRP
zfTRPN1 agonist – activates the zebrafish TRPN1 channel; HEK293 zebrafish TRPN1-YFP, Fluo-8 calcium fluorescence; 100% = response to 87 µM carbachol; activation, % at 3 µM; AID 1424; 0.18% of 220,000 active;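 active = activation above its plate's cutoff, the mean activation of test wells on that plate plus 3 SD, cut at about 19% in these data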;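 note: 0% = DMSO alone and 100% = 87 µM carbachol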
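Control set: carbachol 87 µM as high control, DMSO as low control; system: HEK293 stable line with zebrafish TRPN1-YFP; read-out: % activation versus carbachol response; detection: intracellular calcium fluorescence with Fluo-8; doses: single test compound dose, 3 µM nominal, 0.3% DMSO; schedule: dye 1 h 37 °C plus 30 min RT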
PPC-1+TRAIL kill – PPC-1 cancer cell killing with TRAIL present; PPC-1 cells + TRAIL, ATPLite viability luminescence; cell killing (% activity), % at 4 µM; 0.41% of 220,000 active; AID 1443;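 active = cell killing above 50% in the first pass at 4 µM, then a duplicate retest at 5 µM averaging 50% or more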;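 note: plate controls were cells with TRAIL plus DMSO for no effect and medium-only wells lacking cells for full effect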
TNF necrop inh – TNF-alpha cell death inhibition in Jurkat FADD-/- cells; Jurkat FADD-/- TNF necroptosis rescue, ATP luminescence, 24 h; 0 = TNF only, 100 = no-TNF cells; activation (protection from cell death), % at 10 µM; 0.068% of 220,000 active; AID 463075;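 active = activation, meaning protection from cell death, of at least 50% relative to plate controls; inactive = activation below 50%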;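 note: necroptosis triggered by 40 ng/mL TNF-alpha added together with compound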
NCF1 inh – p47phox (human) inhibition; p47phox/p22phox peptide binding, fluorescence polarization, 2 h; inhibition, % at 24.7 µM; 0.53% of 220,000 active; AID 1274;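 active = inhibition above about 30%, limit read from the data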;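 note: 0% = p47phox with labelled peptide and 100% = labelled peptide alone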
EBV gp42 inh – blocks Epstein-Barr virus glycoprotein 42 binding | Q1HVG2 | Fluorescence polarization binding assay, mP read-out | inhibition, % (tested at 21.74 µM) | 0.42% of 220,000 active; in the data active = inhibition above about 50%
Target sequence (Q1HVG2 whole entry, looked up): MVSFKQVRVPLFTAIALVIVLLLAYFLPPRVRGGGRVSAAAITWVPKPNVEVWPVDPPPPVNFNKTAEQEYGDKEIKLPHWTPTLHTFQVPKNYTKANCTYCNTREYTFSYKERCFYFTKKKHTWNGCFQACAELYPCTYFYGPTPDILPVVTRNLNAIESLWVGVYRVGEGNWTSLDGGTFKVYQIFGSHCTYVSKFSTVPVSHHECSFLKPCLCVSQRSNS
TRPML3 agonist – human mucolipin-3 channel agonism | activation, % at 3 µM | HEK293 TRPML3-YFP, Fluo-8 calcium fluorescence; 100% = the carbachol control signal | AID 1448 | Q8TDD5 | 0.29% of 220,000 active;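 active = activation above its plate's cutoff, the mean activation of the plate's test wells plus 3 SD, cut at about 12% in these data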;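 note: 0% = DMSO only wells and 100% = carbachol wells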
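Material: TRPML3-YFP stable HEK293 cells | Dosing: One concentration, 3 µM nominal, 0.3% DMSO | Timing: 125 s total fluorescence read per well | Technique: Fluo-8 calcium dye fluorescence, ex 470-495, em 515-575 nm | Measure: Percent activation from peak-to-basal fluorescence ratio, scaled between DMSO and carbachol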
CHOP inhibitor – inhibitors of CHOP induction in ER stress response. AID 2732. 3.8% of 220,000 active. CHO-K1 CHOP-promoter luciferase, tunicamycin-induced, 15-18 h. inhibition, % at 10 µM;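 active = compounds that reduced the stress-induced luciferase reporter signal by more than about 70% of percent inhibition, limit read from the data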;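 note: 0% = tunicamycin plus vehicle and 100% = wells without tunicamycin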
Numbers without * were called inactive; . = not tested or not shown. Rows are unselected; overall some 5.9% were active at least once.

Screens in order – Mdm2 ligase inh, Runt-SMMHC FRET, zfTRPN1 agonist, PPC-1+TRAIL kill, TNF necrop inh, NCF1 inh, EBV gp42 inh, TRPML3 agonist, CHOP inhibitor
1) O=C(c1ccc(Br)o1)N(c1ccccn1)C1CCCCC1
→ -8, -1, -2.1, -2, 0.9, 2, -8, 0.6, -9
2) COc1ccc(NCc2nnc(SCC(=O)c3ccc(OC)cc3)n2C)cc1
→ -19, -6, 0.9, -2, -5.4, 1, -13, 0.6, 8
3) COc1cc(C(C)=O)ccc1Oc1ncnc2c1cnn2-c1ccc(C)c(C)c1
→ -12, -8, 1.8, 8, 0.4, -2, -23, 1.9, 12
4) COc1cccc(C2CC(c3cccs3)=NN2C(=S)Nc2ccccc2)c1OC (configuration not stated)
→ -11, 0, 0.1, 5, -5.9, -15, -14, -0.3, 10
5) O=C(Nc1nnc(-c2ccco2)s1)C1CC1
→ -37, 2, -1.6, 18, 0.0, -4, -5, 0.2, -22
6) CCOC(=O)c1c(C)[n+]([O-])c2ccc3c(non3O)c12
→ -6, -6, 1.2, 7, 1.8, -10, -11, 1.2, 31
7) N#CC1=C(c2ccc(-c3ccccc3)cc2)COC1=O
→ -13, -12, 1.0, 16, -1.3, -16, -17, 0.2, -4
8) N#Cc1ccccc1NC(=O)c1cc(=O)c2ccccc2o1
→ -12, -5, 0.0, 12, 0.5, 0, 0, 0.4, 29
9) C=CCN=Cc1c(C)[nH]n(-c2ccccc2)c1=O
→ -23, -3, 1.1, 22, 0.3, -4, -28, 0.7, -31
10) CCC(=O)NCCc1nc2cc(NC(=O)c3ccccc3OC)ccc2n1C
→ -21, 2, 0.7, 18, 0.8, -6, -15, 0.6, -30
11) CCc1ccc2nc(SCC(=O)Nc3ccccc3N3CCOCC3)c(C#N)cc2c1
→ ., -5, 1.2, 20, -11, 20, -4, 0.5, -6
12) COc1ccc(-c2noc(CSc3nc(-c4ccccc4)cc(=O)[nH]3)n2)cc1OC
→ -10, 0, -0.4, -15, -1.3, 14, -12, 0.1, 55
13) Cc1ccccc1CSCC(=O)NCCSc1ccccn1
→ 6, -3, -2.1, -10, 0.1, 0, -16, -0.7, -1
14) COc1ccc(CNC(=O)CC2C(=O)NCCN2CC(C)(C)C)c(OC)c1 (configuration not stated)
→ 4, 1, 1.0, 1, 1.0, -9, -8, -0.4, -5
15) CCc1cc(C(=O)N=Nc2c(O)[nH]c3c(Br)cc(Br)cc23)c2ccccc2n1
→ ., 3, -0.4, -18, 0.7, 1, -4, 0.5, 51
16) COc1cccc(/C=C2\SC(=O)N(CCC(=O)NNC(=O)c3cccc(Cl)c3)C2=O)c1
→ -1, 2, 0.7, 1, 3.2, -6, -11, 0.3, -3
17) Cc1cc(C)cc(N(CC(=O)NCCSCc2ccco2)S(C)(=O)=O)c1
→ -13, -4, -1.1, 12, 1.0, -5, -7, -0.1, -16
18) Cc1ccc2nc(NCC(N)=O)nc(-c3ccccc3)c2c1
→ -9, 47, -0.3, 7, 0.2, 2, -5, -0.3, 15
19) Cc1cc(C)c2c(N)c(C(=O)c3ccc(Cl)c(Cl)c3)sc2n1
→ -15, -40, 0.7, ., -0.8, 14, 16, 1.1, 14
20) O=C(NCCN1CCOCC1)C1CCN(c2ncnc3c2sc2cccc(F)c23)CC1
→ -11, 2, 0.8, 23, -3.5, -4, -7, -0.1, 7
21) O=C(NN1C(=O)C2C3C=CC(C3)C2C1=O)c1ccco1 (configuration not stated)
→ -8, -4, 1.3, 25, 0.4, -11, -3, 0.7, -9
22) CN(Cc1cc([N+](=O)[O-])c2cccnc2c1O)C1CCCCC1
→ ., -3, 2.4, 9, 1.5, -1, -27, 0.2, 1
23) COc1ccc(CCC(=O)Nc2ccc(C)c(S(=O)(=O)N(C)C)c2)cc1OC
→ -10, 0, 5.2, 26, -11, -7, 2, 3.7, 14
24) CCOc1ccccc1-n1c(SCC(N)=O)nc2ccccc2c1=O
→ -8, 118, 2.0, 3, -2.9, -3, -17, 1.2, -17
25) Cn1c(SCC(=O)NNC(=O)Cc2ccccc2)nnc1-c1ccccc1
→ -1, 0, 6.0, -10, 0.4, -4, 4, 0.6, 7
26) O=C(NC12CC3CC(CC(C3)C1)C2)N1CCC(n2nnc3ccccc32)CC1
→ -25, 1, 0.3, 4, 0.2, -3, 24, 0.5, 31
27) O=C(CCCSc1nnc(-c2cccs2)n1CC1CCCO1)c1ccccc1 (configuration not stated)
→ -14, 4, 1.2, -7, -3.4, -2, -26, 0.5, -26
28) Cc1cccc(C)c1NC(=O)CC1SC2=NCCN2C1=O (configuration not stated)
→ -3, 6, 0.3, -1, 1.9, -13, -1, 0.2, 7
29) CC1CCCN(c2ccc([N+](=O)[O-])s2)C1 (configuration not stated)
→ -8, -6, 0.0, 0, 1.2, -13, -69, -0.5, -10
30) Cc1c(C=O)c2ccccc2n1CC(=O)NC(C)c1ccccc1 (configuration not stated)
→ -8, 1, 1.7, 33, 1.9, -8, -3, 1.0, -3
31) CCCn1c(=O)[nH]c(=O)c2c1nc(-c1ccc(OC(F)(F)C(F)C(F)(F)F)cc1)n2CCOC (configuration not stated)
→ -12, -5, -0.8, -3, 0.7, -8, -12, -0.2, 7
32) COc1ccc(C2=C(N)c3ccccc3C2=O)cc1
→ -16, 2, -1.1, 39, -0.5, 4, -16, 0.1, -20
33) COCCn1c(=O)[nH]c2cc(C(=O)NC3CCCCCC3)ccc2c1=O
→ -12, -2, -0.3, 18, 1.1, 1, -16, 0.8, -1
34) COc1ccc(C2C(=O)N(C3CCCCC3)CC(=O)N2CCc2ccccc2)cc1OC (configuration not stated)
→ 8, 2, 0.7, -4, -2.0, -4, -15, 0.8, 9
35) COc1ccc(CSc2nc(N3CCOCC3)c3c(c2C#N)CC(C)(C)OC3)cc1
→ 0, -4, -2.2, 4, -0.1, 5, -9, 0.4, 13
36) COc1cccc(NC(=S)NNC(=O)C(C)n2nc(C)c([N+](=O)[O-])c2C)c1 (configuration not stated)
→ -12, 4, 0.5, -19, -3.3, -5, -5, 0.3, -12
37) O=C(CSc1nnc(Cn2c(=O)sc3ccccc32)n1CCc1ccccc1)N1CCCC1
→ -11, -1, 0.3, 11, -1.2, 1, -13, -0.5, 8
38) Cc1cccc(-c2nnc(SCC#N)n2C)c1
→ -24, 2, 0.4, 8, 0.2, -1, 3, 0.8, -19
39) C=CCNC(=O)C(=O)c1c(-c2ccccc2)[nH]c2ccccc12
→ ., 0, -1.1, 12, -2.5, 4, 0, 0.0, 0
40) C/C(CCc1ccc2c(c1)OCO2)=N\N=C(/N)SC1CC(=O)N(c2ccccc2F)C1=O (configuration not stated)
→ 0, 0, 1.1, -11, -3.7, -5, -15, -0.2, 50
41) CCC1(c2ccc(F)cc2)NC(=O)N(CC(=O)Nc2ccc(-c3nc4ccc(C)cc4s3)cc2)C1=O (configuration not stated)
→ -14, -3, 3.1, 35, 3.6, -45, -54, 0.9, 101*
42) Cc1[nH]c2ccccc2c1C(=O)CSC(=S)N1CCCCC1
→ ., 1, 0.8, 40, 6.2, -22, -11, 5.7, 29
43) NC(=O)c1ccc(-n2nnnc2Oc2ccc(Br)cc2)cc1
→ -6, -5, 0.3, 26, -8.7, -5, -11, 0.7, -2
44) CCOC(=O)CC1C(=O)NCCN1C(=O)c1ccc(F)cc1F (configuration not stated)
→ -12, -3, 0.6, 19, -1.1, -5, -27, -0.5, -17
45) COc1ccccc1NC(=O)N1CCCC1C(=O)NCc1ccccc1F (configuration not stated)
→ -8, -2, -0.8, 3, 0.2, -15, -12, -0.7, 7
46) O=C(Nc1ccccc1)Nc1cccc2ccccc12
→ -8, -4, 1.3, 6, 0.2, -20, -15, 0.3, 9
47) Cn1c(=O)c2c(ncn2CC(=O)N/N=C/C=C\c2ccccc2[N+](=O)[O-])n(C)c1=O
→ -4, 1, 0.7, 11, -1.5, -3, -4, 2.0, 13
48) Cc1ccc2nc(-c3ccncc3)cc(C(=O)Nc3ccc4c(c3)OCCO4)c2c1
→ -19, 0, 0.4, -4, -3.1, -8, -12, 0.4, 63
49) Cc1cccc(NC(=O)[C@H](Cc2ccccc2)NC(=O)OCc2ccccc2)c1
→ -12, -4, 2.3, 34, 0.8, -3, -3, -1.0, 17
50) O=c1cc(CO)oc(CN2CCN(Cc3ccccc3)CC2)c1O
→ -10, -2, 0.5, -14, 0.9, 3, -2, 0.6, 12
51) CCCCC(=O)Nc1ccc(NC(=O)c2cccs2)cn1
→ 0, ., 0.0, ., 4.8, -42, -14, 0.2, -11
52) O=C(CCCc1ccccc1)NCc1ccccc1
→ -1, -7, -0.1, -9, 10, 5, -7, -0.5, -30
53) COc1ccc(NC(=O)c2oc3ccc(S(=O)(=O)N4CCOCC4)cc3c2C)cc1
→ ., 2, 6.6, 5, -5.0, ., -2, 1.6, 3
54) C/C(O)=c1/cnc2nc3ccccc3n2c1=O
→ 7, -34, -0.3, 8, -0.6, -1, -6, 0.7, -4
55) C=C(C)CSc1nnc(CCCCCNC(=O)OC(C)(C)C)o1
→ -6, 2, 1.3, 19, -0.9, -2, -7, 1.8, 28
56) C/C(=N\NC(=O)CCCOc1ccc(Cl)cc1C)c1ccc(C)o1
→ 6, -1, -0.5, 9, 2.7, -11, 24, 0.1, -29
57) CC(C)Cc1ccc(/C=C/C(=O)N2CCOCC2)cc1
→ -14, -1, 0.8, 9, -0.7, -1, -5, 0.3, 7
58) CCOC(=O)C1CCN(S(=O)(=O)c2cccc(-c3cn4ccccc4n3)c2)CC1
→ -28, -8, 4.4, 10, -2.3, ., ., 2.0, .

Assay outcomes as filed in PubChem.
